Screening data from PubChem BioAssay.
OX1R antag-1 = antagonists of human orexin 1 receptor (OX1R). O43613. OX1R-expressing cells, FRET antagonist read-out. inhibition, % at 6.6 µM. actives 1.8% (n = 330,000). AID 485270; in the data active = inhibition mostly above about 38%, no sharp cut-off; inactive = mostly below about 40%;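 note: 0% = agonist challenge alone and 100% = reference antagonist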
Target sequence (O43613 whole entry, looked up): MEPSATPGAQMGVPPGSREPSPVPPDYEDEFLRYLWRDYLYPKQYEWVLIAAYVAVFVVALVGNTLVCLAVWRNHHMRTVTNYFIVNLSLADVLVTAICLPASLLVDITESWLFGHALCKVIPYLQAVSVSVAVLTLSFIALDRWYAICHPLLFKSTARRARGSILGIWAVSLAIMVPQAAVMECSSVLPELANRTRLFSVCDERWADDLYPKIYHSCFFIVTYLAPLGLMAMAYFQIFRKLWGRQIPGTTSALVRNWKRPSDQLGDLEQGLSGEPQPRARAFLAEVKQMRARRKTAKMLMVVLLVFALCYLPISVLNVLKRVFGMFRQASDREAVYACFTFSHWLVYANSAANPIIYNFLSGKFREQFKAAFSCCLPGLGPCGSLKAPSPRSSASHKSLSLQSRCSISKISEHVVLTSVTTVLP
OX1R antag-2 = human HCRTR1 antagonism; O43613; CHO/OX1R cells, Fluo-8 calcium fluorescence, orexin A; inhibition, % at 5 µM; actives 0.43% (n = 330,000); AID 434989;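 active = inhibition above its plate's threshold, mean inhibition of all tested compounds on the plate plus 3 SD, cut at about 37% in these data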;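 note: 0% = orexin A challenge wells and 100% = SB-334867-A antagonist wells; not every result past the cut was called active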
* hit, by the source's call.

SMILES	OX1R antag-1	OX1R antag-2
COc1ccc(-n2c(SCC(=O)OC(C)C)nnc2-c2ccccn2)cc1	10	-14
O=C(Nc1cc(F)ccc1F)c1ccc(-n2cncn2)c([N+](=O)[O-])c1	30	-22
Cc1ccc(S(=O)(=O)N(C)C)cc1NC(=O)c1ccc(-n2cncn2)c([N+](=O)[O-])c1	4	-27
COc1ccc(NC(=O)CSC2=NCCN2)cc1	7	-9
Cc1nc(N)nc(Nc2ccc(Cl)cc2)c1Br	12	-20
COc1ccc(C(=O)Nc2ccccc2Cc2ccccc2)c(OC)c1	8	-10
Cn1c(=O)c2c(nc(OCc3ccccc3)n2C)n(C)c1=O	8	-8
COC(=O)C1=C(C)NC(=O)NC1c1ccc([N+](=O)[O-])o1 (centres undefined)	77*	-16
CCNc1c(NC(=O)c2ccc3c(c2)OCO3)c(=O)oc2ccccc12	5	-23
COC(=O)[C@H](C)NC(=O)Nc1ccc(OC)c(OC)c1	19	0
O=C(NCCCN1CCN(CCCNC(=O)c2cc([N+](=O)[O-])ccc2Cl)CC1)c1cc([N+](=O)[O-])ccc1Cl	72*	3
O=C(N/N=C/c1ccco1)c1cc(-c2ccc(Cl)cc2)n[nH]1	10	-23

Copied from the listing (5 entries):
SMILES	OX1R antag-1	OX1R antag-2
COc1ccc(-n2c(SCC(=O)OC(C)C)nnc2-c2ccccn2)cc1	10	-14
O=C(Nc1cc(F)ccc1F)c1ccc(-n2cncn2)c([N+](=O)[O-])c1	30	-22
Cc1ccc(S(=O)(=O)N(C)C)cc1NC(=O)c1ccc(-n2cncn2)c([N+](=O)[O-])c1	4	-27
COc1ccc(NC(=O)CSC2=NCCN2)cc1	7	-9
Cc1nc(N)nc(Nc2ccc(Cl)cc2)c1Br	12	-20

The listing continues.
SMILES	OX1R antag-1	OX1R antag-2
O=Cc1[nH]c2ccccc2c1N(C(=O)CCl)c1ccc([N+](=O)[O-])cc1	14	34
COc1ccc(C(C(=O)NC2CCCCC2)N(C(=O)c2snc(C(N)=O)c2N)c2ccccc2OC)cc1 (centres undefined)	20	-19
CCOC(=O)C1=C(C)N=C2SCCC(=O)N2C1c1cc(Br)ccc1OC (centres undefined)	13	-27
COCCn1nnnc1C(c1cccs1)N1CCN(c2ccccc2)CC1 (centres undefined)	12	12
O=[N+]([O-])c1ccc(N2CCN(Cc3cccc([N+](=O)[O-])c3)CC2)cc1	24	0
Cc1cc(NC(=O)CN2C(=O)CCSc3ccccc32)no1	21	-15
COc1ccccc1OCCSc1nnnn1-c1ccc(C)cc1	16	-41
Cc1ccc(CCN2CC(C(=O)NCCCN3CCC(C)CC3)CC2=O)cc1 (centres undefined)	2	3
COCCn1c(SCC(=O)N2CCCCCC2)nc2c(c1=O)SCC2	8	-16
CN1CCCC(OC(=O)COc2ccc(Br)cc2)C1 (centres undefined)	19	-19
Cc1ccccc1OCCn1cc(C=O)c2ccccc21	-4	14
O=C(N/N=C/c1ccccn1)c1cccnc1	11	-15
COc1cc(/C=c2\s/c(=C(/C#N)C(=O)N3CCCC3)n(-c3ccccc3)c2=O)ccc1O	14	-7
O=C(NCCC(c1ccccc1)c1ccccc1)c1ccc(Br)o1	12	-30
Cc1cccc(C)c1NS(=O)(=O)c1ccc(OCCNS(C)(=O)=O)cc1	19	3
COc1ccc(CCNC(=O)COC(=O)Cc2ccccc2[N+](=O)[O-])cc1	14	-7
NS(=O)(=O)c1ccc(NC(=O)CSc2ccc3ccccc3n2)cc1	10	-2
CCOc1ccc(C(=O)COC(=O)c2nc3nccc(C)n3n2)cc1	7	-6
CCC(Oc1ccccc1OC)C(=O)N1CC(=O)Nc2ccccc21 (centres undefined)	17	-11
CCOC(=O)N(NC(=O)C(O)(CC(C)C)CC(C)C)c1ccccc1	14	-14
O=C(Nc1ccc(S(=O)(=O)N2CCOCC2)cc1)C1CCCCC1	24	-3
CC(C)c1ccc(/C=C2\SC(=O)N(CC(=O)NC3CCS(=O)(=O)C3)C2=O)cc1 (centres undefined)	12	8
COc1ccc(Cl)cc1NC(=S)N(Cc1cccnc1)Cc1ccco1	18	-23
CC1(C)Cc2c(c(-c3ccco3)nc3sc4c(NCC5CCCO5)ncnc4c23)CO1 (centres undefined)	16	-10

Entries of single compounds from above. Order of values: OX1R antag-1 | OX1R antag-2
Record of COc1ccc(CCNC(=O)COC(=O)Cc2ccccc2[N+](=O)[O-])cc1 : 14 | -7
Record of CCOc1ccc(C(=O)COC(=O)c2nc3nccc(C)n3n2)cc1 : 7 | -6
Record of O=C(Nc1ccc(S(=O)(=O)N2CCOCC2)cc1)C1CCCCC1 : 24 | -3
Record of CCC(Oc1ccccc1OC)C(=O)N1CC(=O)Nc2ccccc21 (centres undefined) : 17 | -11

The list goes on:
SMILES	OX1R antag-1	OX1R antag-2
CCn1cc(C(=O)Nc2ccccc2C(=O)OC)cn1	7	-3
CCOc1ccc(NS(=O)(=O)c2cc(C(=O)NCCCN3CCCC3=O)ccc2C)cc1	-1	-14
CCCCCCCCOc1ccc(C2OC34CCCCC3C(C#N)(C#N)C2(C#N)C(=N)O4)cc1 (centres undefined)	55	-13
CC1CCN(S(=O)(=O)c2ccccc2)CC1	7	-9
CS(=O)(=O)c1ccc(C(=O)NNC(=O)c2ccccc2-n2cccc2)cc1	6	0
Nc1ccnn1Cc1ccncc1	13	-16
C=CC[n+]1c(-c2ccc(C)cc2)csc1Nc1c(C)n(C)n(-c2ccccc2)c1=O	22	-37
Cc1ccc(C)c(C(=O)N(Cc2nc(-c3ccc(Cl)cc3)no2)C(C)C)c1	28	-31
Cc1ccc(-c2ccc(C(=O)O)c(C)n2)cc1	8	-2
CCC(OC(=O)c1ccco1)C(=O)NCc1ccc2c(c1)OCO2 (centres undefined)	19	-6
Cc1ccc(C(=O)Cn2c(=N)n(N)c3ccccc32)cc1	-4	-14
CCOc1ccc(CN2CCN(C/C=C/c3ccc(OC)cc3)CC2CCO)cc1 (centres undefined)	11	-41
CCCCC(=O)Nc1ccc(C(=O)NCCN2CCOCC2)cc1	1	-5
C=C(C)C(=O)N1CC2(CC(c3cccc(NC(=O)CC(c4ccccc4)c4ccccc4)c3)=NO2)C[C@H]1C(N)=O (some centres undefined)	8	-14
O=C(NN1C(=O)C2C3C=CC(C3)[C@H]2C1=O)c1cccnc1 (some centres undefined)	8	2
CCc1ccc2[nH]c(=O)c(CN(CCN3CCCC3)C(=O)NC3CCCCC3)cc2c1	12	-32
Cc1[nH]c(=O)[nH]c(=O)c1/C=C/C(=O)OCC(C)C	18	-3
Cc1nn(CC(=O)NCCCN2CCCC2)c(=O)c2nn(-c3ccccc3)c(C)c12	10	-6
CCC(=NCc1ccco1)c1c(C(F)(F)F)[nH]n(-c2nc3ccccc3s2)c1=O	10	-15
COC/C=C/C1=CC2=CC(=O)C(C)(OC(=O)c3cnc4ccccc4n3)C(=O)C2=CN1CCCCO (centres undefined)	58	-4
c1ccc(CCc2ccccc2-c2nc(-c3cccnc3)no2)cc1	19	-63
CC(=O)N1CCc2cc(S(=O)(=O)CCC(=O)N(C)Cc3ccco3)ccc21	14	-23
O=C(NNS(=O)(=O)c1ccc2ccccc2c1)NC1CCCCC1	12	-27
COc1ccc(C(=O)COC(=O)c2cccnc2Cl)c(OC)c1	13	-16
Cc1cc(C)cc(NC(=O)CN2C(=O)NC(C)(c3ccccc3)C2=O)c1 (centres undefined)	13	-10
Cc1nnc(OCC(=O)NCCC2=CCCCC2)c2ccccc12	26	-12
CCOC(=O)c1cncc(C(=O)O)c1	8	-8
CCOC(=O)CSc1nc2cc3c(cc2cc1C#N)OCO3	34	-21
O=C1C=C(Nc2ccccc2O)c2ccccc2C1=O	58*	-3
CCOc1ccccc1NS(=O)(=O)c1ccc2c(c1)N(C)CCO2	23	-7
Cc1ccc(N(C)S(=O)(=O)c2c(C)noc2/C=C/N(C)C)cc1	20	-28
Cc1ccc(NC(=O)CNC(=O)c2cccs2)cc1S(=O)(=O)Nc1ccc(Cl)cc1	32	-2
COc1ccc(NS(=O)(=O)c2cccc3cccnc23)cc1Cl	1	-34
CCCCCc1ccc(CC(=O)N2CCOCC2)cc1	0	-12
COC(=O)c1ccc(COC(=O)CNC(=O)c2cccs2)cc1	-4	-14
COc1ccc(N(CC(=O)NCc2ccc(C)cc2)S(=O)(=O)c2c(C)noc2C)cc1	10	-1
Cc1ccc(C)c(S(=O)(=O)NCc2ccc(C(=O)N3CCCCCC3)cc2)c1	23	-11
O=C(N/C(=C/c1ccco1)C(=O)N1CCCCCC1)c1cccs1	7	-17
CCCC(=O)Nc1ccc(C(=O)NCC(=O)OCC)cc1	-3	-11
O=C(CCCCC(=O)N1CCOCCOCCOCC1)OCc1ccccc1	6	-9
COc1ccc(-c2csc(NCCc3nc4cc(C(=O)NCCCO)ccc4n3Cc3ccc(C)cc3)n2)cc1	16	-19
COc1cccc(C(=O)Nc2nnc(CCS(=O)(=O)c3ccc(C)cc3)s2)c1	7	-2
O=P(O)(CCc1ccccc1)C(O)c1ccccc1 (centres undefined)	9	-13
COc1ccc(C(=O)C2CCCN(C(=O)c3cccc(Cn4cccn4)c3)C2)cc1F (centres undefined)	20	-29
CCCCNC(=O)Oc1cccc(N2CCCC2=O)c1	29	-16
Cc1ccc(S(=O)(=O)N(CC(=O)NCc2ccccn2)c2ccc(Cl)cc2)cc1	4	-23
COc1ccccc1NC(=O)N1CCCC1C(=O)NCc1ccc(F)cc1 (centres undefined)	10	18
CCN1C(=S)SC(=O)C1=C1C=C(C)N(Cc2ccco2)C(C)=C1	20	19

Shown as a hit in OX1R antag-1 (from the list above):
SMILES	OX1R antag-1	OX1R antag-2
COC(=O)C1=C(C)NC(=O)NC1c1ccc([N+](=O)[O-])o1 (centres undefined)	77*	-16
O=C(NCCCN1CCN(CCCNC(=O)c2cc([N+](=O)[O-])ccc2Cl)CC1)c1cc([N+](=O)[O-])ccc1Cl	72*	3
O=C1C=C(Nc2ccccc2O)c2ccccc2C1=O	58*	-3

Next part:
SMILES	OX1R antag-1	OX1R antag-2
Cc1csc(NC(=O)c2cnccn2)n1	12	3
COCc1nc2oc3ccccc3c(=O)c2cc1C(=O)OC	11	3
CC(C)CSc1ncc(-c2cccc(C(F)(F)F)c2)cn1	7	-29
Cc1cnc(C(=O)OCc2ccc(C#N)cc2)cn1	18	-2
COc1cccc(OCC(=O)Nc2cc(Cl)ccc2Oc2ccccc2)c1	19	-16
CC(C)c1ccc(NC(=O)Cc2c(C(=O)O)n(C)c3ccccc23)cc1	14	6
CC1=C(C(=O)OC(C)C)C(c2ccc(Br)s2)NC(=O)N1 (centres undefined)	3	-30
O=[N+]([O-])c1cccc(/C(=N/N=C/c2ccccc2Br)C23CN4CN(CN(C4)C2)C3)c1	30	-19
CC(=O)N(C(C)=O)c1c(N2CCCC2)c2ccccc2oc1=O	14	5
O=C(COC(=O)CNC(=O)c1ccco1)NCCN1C(=O)CSC1=O	8	-13
Cc1ccccc1NC(=S)N(CCCN1CCCCC1)Cc1ccco1	12	-10
CC(C)Nc1nc(-c2cccnc2)nc(-c2ccc(Cl)cc2)c1C#N	3	-34
Cc1ccc(C)c(OCCCCn2ccnc2)c1	5	-2
CC1CCN(S(=O)(=O)c2ccc(N=NC3=C(O)CC(C)(C)CC3=O)cc2)CC1	1	-8
O=C(CCc1ccc(O)cc1)c1c(O)cc(O)cc1O	37	15
CC1N/C(=C\C(=O)c2ccccc2)N(O)C1(C)C (centres undefined)	-5	-14
CS(=O)(=O)N1CCC(C(=O)Nc2cc(Cl)cc(Cl)c2)CC1	16	-15
CC(=O)Nc1cccc(NC(=O)CS(=O)(=O)c2cn(CC(=O)N3CCCC3)c3ccccc23)c1	14	1
O=C(O)CC(CC(=O)N1CCOCC1)c1ccccc1 (centres undefined)	-8	-9
N#CCC(=O)Nc1ccc(C(=O)NCCc2c[nH]c3ccccc23)cc1	-15	8
CCOc1ccccc1NC(=O)CC1SC(=N)N(c2ccccc2)C1=O (centres undefined)	11	-30
COc1ccc(CN2C(=O)c3ccccc3C(/C=N/OCc3ccc(Cl)cc3)C2=O)cc1 (centres undefined)	18	4
COc1ccc(NS(=O)(=O)c2cc(NC(=O)[C@@H](NC(N)=O)C(C)C)ccc2C)cc1	10	-10
COc1ccc(-c2noc(CCC(=O)NCCCN3CCN(c4ccccc4F)CC3)n2)cc1	41	-9
COCCCNC(=O)Nc1ccc(F)cc1F	17	5
FC(F)(F)c1cccc(Sc2nc(-c3ccccc3)nnc2C(F)(F)F)c1	9	-7
O=C(CSc1nnc(-c2ccncc2)n1CC1CCCO1)Nc1nccs1 (centres undefined)	9	1
Cc1ccc(C)c(NC(=O)COC(=O)c2ccc3ccccc3n2)c1	-2	-26
COc1ccc(/C=N/NC(=O)c2[nH]ncc2Br)c(OC)c1	15	-3
CSc1nc(S(=O)(=O)c2ccc(C)cc2)c(Cl)s1	6	-20
CCCCc1cc(=O)oc2cc(C)cc(OCC(=O)NCC3CCC(C(=O)O)CC3)c12 (centres undefined)	4	-10
COc1ccccc1-c1cnn2c(NC3CCCC3)cc(C)nc12	19	-42
Cc1nn(C)c(C)c1/C=N/O	6	-5
CCOc1cc(/C=C2/NC(=S)NC2=O)ccc1OCc1ccc([N+](=O)[O-])cc1	3	-25
CC1CN(c2ccc(Oc3ccccc3)cc2)c2nc3c(c(=O)n(CC(N)=O)c(=O)n3C)n2C1 (centres undefined)	9	-23
Cc1onc(C(=O)NCc2cccs2)c1[N+](=O)[O-]	33	-18
COc1ccc(-c2nc(CS(=O)(=O)CC(=O)NCCCN3CCN(C)CC3)c(C)o2)cc1	22	-16
N#CC(c1nc2ccccc2nc1N1CCCC1)S(=O)(=O)c1ccccc1 (centres undefined)	17	-26
Cc1ccc(/C=N/NC(=O)Cc2cccn2C)s1	4	-14
